HepG2 viability – counter-screen for TGF-b inhibitors: cytotoxicity in HepG2 cells; HepG2 CAGA-GFP viability, ATP luminescence, 18 h; Potency, µM (top dose mostly 46.1 µM), inactives show at the highest dose activity change, negative = cytotoxicity, actives largely listed as cytotoxic; 410,000 tested, 0.76% active; also: potency is read from the fitted curve at half-maximal effect; some results filed as inactive show a strong effect at the top dose
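HepG2 CAGA-GFP cells (1000/well, DMEM with 1% FBS) received compound, then TGF-beta at 500 pg/mL final, and were incubated 18 hours at 37 degrees C. Viability was read by CellTiter-Glo luminescence. Media-only wells were set as complete cell-killing and DMSO as no toxicity.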
Nrf2 inh – inhibitors of Nrf2 signaling; A549 ARE-Fluc reporter, luciferase luminescence, 18-24 h; Potency, µM (highest dose often 46 µM), for the others: top-dose activity change, negative = inhibition, actives largely listed as inhibitors; 360,000 tested, 2.1% active; AID 504444; also: potency is read from the fitted curve at half-maximal effect; % is scaled to controls: 0 for no effect and ±100 for the full control effect; nearly all actives have a fitted effect of over 60% in size
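Two sequential reads on A549 ARE_Fluc cells exposed to compound for 18-24 h: a CellTiter-Fluor fluorescence read for viability, then a luciferase luminescence read for Nrf2/ARE activity.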
S2 tox – cell viability loss in ATXN counter-screen; S2 cells (HEK-293 line with an ATXN2-luciferase reporter) viability, CellTiter-Fluor protease fluorescence, 24 h; Potency, µM (doses to about 56.7 µM), hits mostly cytotoxic; 400,000 tested, 0.49% active; also: potency is read from the fitted curve at half-maximal effect; nearly all actives have a fitted effect of over 40% in size
IL-2 act – IL-2 activation; activation, % (series mostly up to about 46 µM); 360,000 tested, 0.065% active; IL-2 activation reporter assay, cell-based qHTS; stimulated with anti-CD3/CD4/CD28 beads; in transgenic mouse T cells; in the data active = activation above about 50%; inconclusive = mostly about 30% to 49%; also: 0% is about no effect
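Unstimulated transgenic mouse T cells; 60-min compound exposure; bead-based TCR/CD4/CD28 stimulation; 18 h culture, 37 degrees C; dual fluorescence (EGFP, DsRed) plate cytometry.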
ATXN2 expr inh – inhibitors of ATXN2 expression; HEK-293 ATXN2-luciferase reporter, luminescence, 24 h; Potency, µM (top dose mostly 57 µM), for the others: top-dose activity change, negative = inhibition, usual class: inhibitors; 360,000 tested, 0.72% active; AID 1745845; also: potency is read from the fitted curve at half-maximal effect; % is scaled to controls: 0 for no effect and ±100 for the full control effect; nearly all actives have a fitted effect of over 55% in size
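qHTS (up to 57 uM final) was run with 24 h compound exposure of reporter cells at 37 °C. Each well was multiplexed: SteadyGlo luminescence measured ATXN2-luciferase expression after a fluorogenic Gly-Phe-AFC viability readout (25 uM final).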
EPAC2 ag – agonists of human EPAC2 (RAPGEF4). Q8WZA2. EPAC2 activation, biochemical qHTS; response scale: 100% = 6.5 mM cAMP response. Potency, µM (titrated, usually from 154 µM), inactives show at the top dose activation, usual class: activators. 360,000 tested, 0.079% active. AID 720711; also: potency is read from the fitted curve at half-maximal effect; nearly all actives have a fitted effect of over 50% in size
Target sequence (Q8WZA2 whole entry, looked up): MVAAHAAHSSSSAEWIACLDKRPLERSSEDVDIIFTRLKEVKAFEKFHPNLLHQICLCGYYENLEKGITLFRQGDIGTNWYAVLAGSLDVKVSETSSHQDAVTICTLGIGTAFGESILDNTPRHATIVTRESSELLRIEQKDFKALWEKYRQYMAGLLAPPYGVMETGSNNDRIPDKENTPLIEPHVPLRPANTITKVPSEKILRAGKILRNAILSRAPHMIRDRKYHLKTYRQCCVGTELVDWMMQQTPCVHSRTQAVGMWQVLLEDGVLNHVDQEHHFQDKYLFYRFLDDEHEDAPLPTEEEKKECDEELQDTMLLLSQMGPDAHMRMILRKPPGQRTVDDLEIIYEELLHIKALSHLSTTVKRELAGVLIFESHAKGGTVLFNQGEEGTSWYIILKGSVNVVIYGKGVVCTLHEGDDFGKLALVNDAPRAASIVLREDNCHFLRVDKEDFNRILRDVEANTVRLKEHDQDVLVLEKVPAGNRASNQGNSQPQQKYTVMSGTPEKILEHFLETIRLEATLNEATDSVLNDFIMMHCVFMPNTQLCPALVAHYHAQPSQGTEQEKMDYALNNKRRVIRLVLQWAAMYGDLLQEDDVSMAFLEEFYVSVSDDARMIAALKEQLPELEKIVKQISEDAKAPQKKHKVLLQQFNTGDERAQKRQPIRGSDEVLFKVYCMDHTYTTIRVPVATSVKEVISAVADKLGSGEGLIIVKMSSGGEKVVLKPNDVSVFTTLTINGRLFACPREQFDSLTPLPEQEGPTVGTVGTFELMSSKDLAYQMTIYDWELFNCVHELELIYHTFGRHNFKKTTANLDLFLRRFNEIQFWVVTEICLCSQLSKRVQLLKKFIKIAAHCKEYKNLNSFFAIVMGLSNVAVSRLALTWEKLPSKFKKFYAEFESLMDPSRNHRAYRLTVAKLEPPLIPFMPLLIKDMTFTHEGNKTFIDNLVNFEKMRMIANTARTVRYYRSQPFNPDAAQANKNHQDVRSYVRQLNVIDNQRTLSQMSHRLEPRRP
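Guanine nucleotide exchange by EPAC2 is measured as reduced fluorescence of BODIPY-GDP once it is released from 250 nM Rap1B. Plates are read kinetically for 30 min at room temperature; results are scaled to 6.5 mM cAMP.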
A549 tox – A549 cytotoxicity, counter-screen for Nrf2 inhibitors; AID 504648; A549 ARE-Fluc cells, CellTiter-Fluor viability, 18-24 h; 390,000 tested, 0.16% active; Potency, µM (highest dose often 46 µM), without a hit: top-dose activity change, negative = cytotoxicity, actives largely listed as inhibitors; also: potency is read from the fitted curve at half-maximal effect; % is scaled to controls: 0 for no effect and ±100 for the full control effect
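A549 ARE_Fluc cells in 5% FBS OPTI-MEM were exposed to compounds in concentration-response for 18-24 h at 37 deg C. Viability was read by CellTiter-Fluor fluorescence (Ex 405/Em 525) after 30 min, before the luciferase read.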
Nrf2 ARE act – Nrf2 pathway activation. Potency, µM (titrated, usually from 46.1 µM), without a hit: at the highest dose activation, actives largely listed as activators. 410,000 tested, 0.31% active. AREc32 ARE-luciferase reporter (MCF7-derived line), luminescence, 24 h; also: potency is read from the fitted curve at half-maximal effect; % of control where 0% means no effect; nearly all actives have a fitted effect of over 65% in size
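Quantitative high-throughput format: AREc32 reporter cells, 1000 per well, received compound by pin transfer and were incubated 24 hr at 37 deg C, 5% CO2, before Steady-Glo luminescence detection.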
TGFb SMAD3 inh – TGF-b pathway inhibition. HepG2 CAGA-GFP TGF-b/SMAD3 reporter, GFP fluorescence, 18 h; TGF-beta stimulated, 500 pg/mL final. Potency, µM (doses to about 46.1 µM), inactives show at the top dose activity, negative = inhibition, usual class: inhibitors. 410,000 tested, 1.2% active; also: potency is read from the fitted curve at half-maximal effect; % is scaled to controls: 0 for no effect and ±100 for the full control effect; nearly all actives have a fitted effect of over 65% in size
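HEPG2 CAGA-GFP cells (1000/well, DMEM with 1% FBS) were pre-incubated 2 h at 37 degrees C, given compound by pin tool, then stimulated with TGF-beta at 500 pg/mL final for 18 h before per-cell GFP fluorescence imaging.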
The depositor's hits bear a star; i = inactive; ? = inconclusive; nt = not tested or not shown; [ ] = another dose, or the depositor's remark. Unless noted, calls follow the shape of the dose curve; as a rule, active = well fitted curve in the direction sought with a large enough effect; inconclusive = small, poorly fitted or top-dose-only effect, or another doubt; inactive = no such curve, though single readings can be large; an effect the other way counts as inactive or inconclusive. Rows are unselected; overall some 4.3% were active at least once.

SMILES	HepG2 viability	Nrf2 inh	S2 tox	IL-2 act	ATXN2 expr inh	EPAC2 ag	A549 tox	Nrf2 ARE act	TGFb SMAD3 inh
COC(=O)c1ccc(C2C3=C(Nc4nnnn42)c2ccccc2OC3)cc1 (stereo not given)	-7%	-11%	i	0.0	6%	2%	-6%	3.5%	-2%
COc1ccc(-c2cc3c(=O)n(CC(=O)N4CCN(C)CC4)ncn3n2)cc1	-3%	-13%	i	-2.9	14%	0%	2%	-1.3%	-8%
COc1ccccc1N1CCN(C(=O)c2cc3cc(F)ccc3[nH]2)CC1	-24%	?	i	-0.5	-3%	3%	-2%	6.1%	4%
Cc1ccc(C(=O)Nc2c(-c3cccs3)c(=O)c3ccccc3n2C)cc1	14µM*	?	?	-2.2	-9%	9%	-8%	0.1%	?
O=C(CSc1nnc2ccccn12)NCCc1ccc(Cl)cc1	-14%	11%	i	1.1	-5%	-2%	-10%	0.2%	11%
CC(C)C(=O)N1CCCC1(C)C(=O)Nc1ccc(-n2cccc2)cc1 (stereo not given)	1%	nt	i	0.1	1%	3%	nt	-1.4%	-9%
O=C(CSc1nc2c([nH]c3ccccc32)c(=O)n1-c1ccccc1)Nc1ccc2c(c1)OCCO2	-5%	nt	nt	nt	nt	nt	0%	1.0%	0%
COc1ccc(C(NC(=O)c2ccco2)c2ccc(OC)c(OC)c2)cc1OC	0%	16%	i	-2.1	4%	-1%	8%	-0.4%	5%
COc1ccc(-c2csc(NC(=O)C3CC(=O)N(Cc4ccco4)C3)n2)cc1 (stereo not given)	-14%	?	i	0.5	-28%	25%	1%	6.2%	-11%
O=C(Nc1nnc(C2CC2)o1)c1ccc(S(=O)(=O)N2CCCCC2)cc1	-42%	?	i	-1.2	-21%	-6%	-6%	-0.5%	?
O=C(Nc1ccc(Cl)c(S(=O)(=O)N2CCCC2)c1)c1cc(=O)[nH]c2ccccc12	1%	?	i	0.1	0%	10%	-13%	0.0%	2%
Cc1cc(S(=O)(=O)NCC(c2ccc(N(C)C)cc2)N2CCOCC2)ccc1F (stereo not given)	-17%	nt	nt	nt	nt	nt	7%	0.1%	-11%
CNc1cncc(-c2ccc(CN(C)C)cc2)n1	3%	nt	i	0.7	3%	13%	nt	-0.7%	19%
CCOc1cc(NC(=O)C(C)C)c(OCC)cc1NC(=O)Nc1ccccc1	-7%	3%	?	0.2	-30%	-3%	-2%	-0.7%	0%
CCOc1ccc(C2=NC(c3ccc(OC)cc3)=Nc3ccc(Cl)cc3N2)cc1	-8%	23%	i	nt	52%[activator]	nt	-12%	4.5%	-2%
COc1ccc(NC(=O)CSc2ccc(F)cc2)cc1S(=O)(=O)N1CCCCC1	16%	?	?	-1.3	-37%	5%	-11%	12%	?
Cc1nn(C)c(Oc2ccc(Cl)cc2)c1C(=O)O	-23%	4%	i	1.4	-3%	0%	-3%	-0.6%	0%
N#CCC(=O)Nc1ccc(C(=O)NNC(=O)c2ccccc2-n2cccc2)cc1	3%	-15%	nt	-0.5	nt	12%	6%	-0.1%	5%
O=C(CSc1nnnn1Cc1ccccc1)c1ccccc1	2%	7%	i	-1.7	32%	21%	-7%	1.9%	4%
CSc1ncccc1C(=O)N1CCN(S(=O)(=O)c2ccc3c(c2)OCCO3)CC1	8%	0%	i	-0.2	nt	-1%	10%	2.1%	-3%
COc1ccc(NC(=O)c2sc3nc(N4CCOCC4)c4c(c3c2N)CC(C)(C)OC4)c(OC)c1	0%	?	i	-2.8	-1%	-11%	-4%	0.3%	4%
Cc1ccc(Cc2c(-c3ccc(C)cc3)nc3ccc(Cl)cn23)cc1	-18%	nt	?	-1.0	23%	2%	nt	9.7%	-29%
Cc1oc(-c2ccc(Cl)cc2)nc1CS(=O)CC(=O)NC1CCCCC1 (stereo not given)	40%	3%	i	3.1	nt	10%	2%	0.4%	8%
CCOc1ccccc1CNC(=O)c1cccn1-c1nnc(N2CCCC2)s1	-25%	?	nt	nt	nt	nt	-3%	0.3%	-15%
CCOC(=O)Cc1ncccc1C(=O)Nc1ccc(Oc2ccccc2)cc1	-11%	?	i	0.1	1%	-5%	-9%	1.4%	-9%
CC1CCN(C(=O)CN2C(=O)NC3(CCCCCC3)C2=O)CC1	-4%	8%	i	-2.7	8%	2%	-6%	0.2%	5%
CC(C)(C)c1ccc(OCC(=O)N/N=C/c2cc(Br)ccc2OC(=O)c2ccco2)cc1	-5%	-20%	?	-4.1	?	-15%	-4%	1.3%	1%
N=c1c(C(=O)NCCc2ccccc2)cc2c(=O)n3ccccc3nc2n1CCCN1CCOCC1	-11%	26%	i	0.5	-37%	6%	-7%	-0.3%	1%
OCC[C@@H]1C[C@@H](O)[C@H](O)[C@@]2(Cc3ccccc3CCO2)O1	1%	10%	i	0.7	8%	2%	2%	-0.3%	9%
CCCN(CC(=O)Nc1ccccc1OC)C(=O)C1CCCC1	-1%	13%	i	-0.8	-13%	8%	-10%	0.0%	-7%
O=C(Nc1ccncc1)C1CC(=O)N(c2ccc(F)cc2)C1 (stereo not given)	-11%	-6%	i	-0.1	3%	2%	-1%	0.0%	-20%
CC(C)NC(=O)NC(=O)CSc1nncn1C	-6%	nt	i	4.6	6%	9%	17%	-0.6%	-20%
O=C(CCCSc1nnc(Nc2ccccc2F)s1)N1CCOCC1	-10%	9%	i	-2.3	5%	10%	7%	3.3%	-2%
COc1ccc(OC)c(C(=O)COC(=O)C(CCSC)NC(=O)COc2ccccc2)c1 (stereo not given)	-8%	-6%	i	-5.4	4%	18%	2%	0.3%	-7%
CCOc1cc(/C=N/NC(=O)C(C)Sc2ccccn2)ccc1O (stereo not given)	-5%	15%	i	3.4	5%	1%	-2%	4.1%	-12%
O=C(COC(=O)/C=C/c1ccc(S(=O)(=O)N2CCOCC2)cc1)NCc1ccccc1	-28%	24%	i	-1.8	-4%	5%	-1%	0.3%	-24%
O=Cc1c(Nc2cccc(C(F)(F)F)c2)nc2ccccn2c1=O	3%	-30%	i	-0.1	15%	-13%	-5%	?	12%
Cc1cnc(C2OCCO2)c2cccc([N+](=O)[O-])c12	-1%	nt	i	-3.8	nt	4%	nt	0.3%	0%
COC(=O)Nc1ccc(S(=O)(=O)N2CCC(C(=O)N(C)C3CCCCC3)CC2)cc1	0%	-11%	i	-0.8	-25%	2%	-14%	0.3%	-36%
N#CC1=C(N)Nc2nc3ccccc3n2C1c1ccc(F)cc1 (stereo not given)	-3%	11%	i	-0.7	3%	4%	12%	5.2%	36%
O=C(O)CNC(=O)c1ccc(Sc2ccccc2)c([N+](=O)[O-])c1	-1%	0%	i	-0.6	-13%	5%	-1%	-0.4%	1%
COc1ccc(NC(=O)CN(C)C(=O)c2c(-c3ccccc3Cl)noc2C)cc1	23%	3%	i	-3.0	2%	-2%	-4%	-0.3%	-5%
COc1cc(C(=O)NCCCN2CCCC2=O)cc(Br)c1OCc1ccccc1	-21%	-13%	i	0.0	?	7%	1%	2.3%	-21%
COc1ccc(/C(C)=N/Nc2ccc(F)cc2F)c(O)c1	6%	?	i	-0.5	18%	7%	0%	1.7%	-1%
COc1ccc(NC(=O)c2ncn(-c3ccccc3)n2)cc1Cl	5%	27%	nt	nt	nt	nt	-1%	3.4%	1%
CC(Sc1ccccc1)C(=O)N/N=C/c1cccnc1 (stereo not given)	-13%	26%	i	-0.5	-10%	1%	10%	-0.3%	6%
CC(C)Cn1c(-c2csc3ccccc23)n[nH]c1=S	-3%	-18%	i	2.0	-5%	-1%	1%	0.6%	-21%
CC1CCCC(NC(=O)c2ccc3c(SCC(=O)O)c4c(nc3c2)CCC4)C1C (stereo not given)	13%	-2%	nt	0.2	nt	-6%	-2%	0.6%	10%
CCN(CC)S(=O)(=O)c1cc(NC(=O)NCCCl)ccc1C	18%	-6%	i	-0.4	-2%	-6%	-5%	0.3%	2%

Compounds listed so far containing fluorine (8):
SMILES	HepG2 viability	Nrf2 inh	S2 tox	IL-2 act	ATXN2 expr inh	EPAC2 ag	A549 tox	Nrf2 ARE act	TGFb SMAD3 inh
COc1ccccc1N1CCN(C(=O)c2cc3cc(F)ccc3[nH]2)CC1	-24%	?	i	-0.5	-3%	3%	-2%	6.1%	4%
Cc1cc(S(=O)(=O)NCC(c2ccc(N(C)C)cc2)N2CCOCC2)ccc1F (stereo not given)	-17%	nt	nt	nt	nt	nt	7%	0.1%	-11%
COc1ccc(NC(=O)CSc2ccc(F)cc2)cc1S(=O)(=O)N1CCCCC1	16%	?	?	-1.3	-37%	5%	-11%	12%	?
O=C(Nc1ccncc1)C1CC(=O)N(c2ccc(F)cc2)C1 (stereo not given)	-11%	-6%	i	-0.1	3%	2%	-1%	0.0%	-20%
O=C(CCCSc1nnc(Nc2ccccc2F)s1)N1CCOCC1	-10%	9%	i	-2.3	5%	10%	7%	3.3%	-2%
O=Cc1c(Nc2cccc(C(F)(F)F)c2)nc2ccccn2c1=O	3%	-30%	i	-0.1	15%	-13%	-5%	?	12%
N#CC1=C(N)Nc2nc3ccccc3n2C1c1ccc(F)cc1 (stereo not given)	-3%	11%	i	-0.7	3%	4%	12%	5.2%	36%
COc1ccc(/C(C)=N/Nc2ccc(F)cc2F)c(O)c1	6%	?	i	-0.5	18%	7%	0%	1.7%	-1%

Bioassay records deposited in PubChem by National Center for Advancing Translational Sciences (NCATS).
